PfGluPho inh: PfG6PD (Plasmodium falciparum) enzyme inhibition; PfGluPho enzyme, NADPH resazurin-diaphorase fluorescence; inhibition, % at 20 µM; 350,000 compounds, 0.78% hits; AID 504690;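 active = inhibition reaching at least a set limit at 20 µM in the primary screen, cut at about 59% in these data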;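 note: 0% = DMSO wells with substrate and 100% = DMSO wells lacking glucose-6-phosphate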
HKDC1 inhibitor: blocks human hexokinase HKDC1 activity | AID 493160 | 340,000 compounds, 0.16% hits | recombinant HKDC1, G6PDH/diaphorase resazurin coupled fluorescence | inhibition, % at 20 µM;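 active = inhibition above about 35% when tested at 20 µM, limit read from the data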;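 note: plate controls were DMSO wells with enzyme for no effect and DMSO wells lacking enzyme for full effect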
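Assay system – recombinant HKDC1 (HK5) hexokinase enzyme, produced in-house · Input – HKDC1 at 5 µg/mL · Reagent – glucose plus 1 mM ATP as hexokinase substrates · Timing – 90 min reaction incubation at room temperature, dark · Measured by – G6PDH/diaphorase-coupled fluorescence, 1 mM NADP, 100 µM resazurin, 525/613 nm · Benchmarks – DMSO-enzyme wells negative, buffer-substituted wells positive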
beta cell repl: induces beta-cell replication in MIN6 cells; MIN6 cells proliferation, ATPlite luminescence, 48 h; cells starved in 0.2% serum; 100% = growth in 10% serum; proliferation, % at 10 µM; 330,000 compounds, 0.29% hits;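 active = compounds whose signal lies at least 3.5 SD above the mean of all wells on their plate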;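 note: 0% = DMSO-treated cells in low-serum medium and 100% = 10% serum control; some compounds called inactive have numbers as strong as hits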
UBC13 inh: human UBC13 polyubiquitination inhibition | 330,000 compounds, 0.47% hits | AID 485273 | inhibition, % at 20 µM | UBC13 polyubiquitin chain formation, TR-FRET | P61088; in the data active = inhibition above about 45%, passing the limit was not always enough
Target sequence (P61088 whole entry, looked up): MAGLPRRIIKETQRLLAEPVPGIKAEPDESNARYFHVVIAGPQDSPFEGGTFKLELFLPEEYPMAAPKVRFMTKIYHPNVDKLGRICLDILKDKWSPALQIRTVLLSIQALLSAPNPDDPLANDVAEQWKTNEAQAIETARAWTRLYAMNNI
SENP8 block-1: inhibitors of human SENP8 protease. inhibition, % at 10 µM. purified SENP8, Z-RLRGG-aminoluciferin cleavage, luminescence. 330,000 compounds, 1.2% hits. AID 2540; in the data active = inhibition above about 50%
Target sequence (Q96LD8 whole entry, looked up): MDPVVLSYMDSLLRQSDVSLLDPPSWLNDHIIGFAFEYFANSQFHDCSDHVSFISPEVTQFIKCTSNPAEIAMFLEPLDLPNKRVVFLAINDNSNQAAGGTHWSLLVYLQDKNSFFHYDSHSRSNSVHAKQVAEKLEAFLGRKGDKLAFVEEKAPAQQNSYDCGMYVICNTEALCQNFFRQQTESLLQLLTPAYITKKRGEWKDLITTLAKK
SENP6 inh: inhibitors of human SENP6 protease; Q9GZR1; Recombinant SENP6 catalytic domain, aminoluciferin luminescence; inhibition, % at 10 µM; 330,000 compounds, 1.8% hits;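 active = inhibition above about 50% at the single tested dose, limit read from the data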;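 note: plate controls were DMSO wells with enzyme for no effect and DMSO wells lacking enzyme for full effect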
SENP8 block-2: blocks human SENP8 cleavage of Nedd8 substrate; Q96LD8; recombinant SENP8, Nedd8 substrate fluorescence; inhibition, % at 20 µM; 360,000 compounds, 0.64% hits; AID 602440; in the data active = inhibition mostly above about 40%, no sharp cut-off; inactive = mostly below about 27%
SENP7 block: blocks the human protease SENP7; 330,000 compounds, 1.5% hits; Q9BQF6; inhibition, % at 5 µM; recombinant SENP7, Z-RLRGG-aminoluciferin luminescence, 40 min;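 active = inhibition above about 50% at the single test dose, limit read from the data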;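 note: plate controls were DMSO with enzyme for no effect and no enzyme buffer wells for full effect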
Target sequence (Q9BQF6 706-1050 limits assumed): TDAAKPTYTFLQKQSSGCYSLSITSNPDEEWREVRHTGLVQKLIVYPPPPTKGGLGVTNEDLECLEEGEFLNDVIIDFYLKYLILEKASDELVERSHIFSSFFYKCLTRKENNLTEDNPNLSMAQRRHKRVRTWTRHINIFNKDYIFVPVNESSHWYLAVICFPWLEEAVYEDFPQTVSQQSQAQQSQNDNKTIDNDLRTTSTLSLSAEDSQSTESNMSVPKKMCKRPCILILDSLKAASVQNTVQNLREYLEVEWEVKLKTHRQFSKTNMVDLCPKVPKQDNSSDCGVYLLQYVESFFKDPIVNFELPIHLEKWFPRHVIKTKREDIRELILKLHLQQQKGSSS
SENP1 FRET inh: inhibitors of human SENP1 SUMO protease catalytic domain; Q9P0U3; 360,000 compounds, 0.21% hits; AID 624204; recombinant SENP1 catalytic domain, CyPet-SUMO1-YPet FRET cleavage; inhibition, % at 10 µM;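 active = inhibition at least 30% at 10 µM, raw YFP signal under a set limit, fluorescence ratio 0.5 to 1.5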;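 note: 0% = enzyme with DMSO and 100% = no enzyme wells; some results filed as inactive read as strong as hits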
Target sequence (Q9P0U3 419-644 limits assumed): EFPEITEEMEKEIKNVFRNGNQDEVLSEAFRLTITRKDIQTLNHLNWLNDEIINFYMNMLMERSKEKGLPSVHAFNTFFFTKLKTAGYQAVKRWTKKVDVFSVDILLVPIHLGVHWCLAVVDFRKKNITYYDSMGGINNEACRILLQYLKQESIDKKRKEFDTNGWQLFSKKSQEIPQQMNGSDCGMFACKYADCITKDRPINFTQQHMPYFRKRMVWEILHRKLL
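Assay system: hSENP1 catalytic domain, recombinant. Amount: SENP1 enzyme, 20 pM final. Schedule: 50 min reaction, RT, dark. Technique: FRET, CFP and YFP emission. Control set: no-enzyme wells low, DMSO-plus-enzyme wells high control.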
* marks the source's active call; other numbers are inactive results; i = inactive; . = not tested or not shown.

SMILES	PfGluPho inh	HKDC1 inhibitor	beta cell repl	UBC13 inh	SENP8 block-1	SENP6 inh	SENP8 block-2	SENP7 block	SENP1 FRET inh
O=C1c2ccccc2C(=O)c2c1cccc2N1CCOCC1	5.5	5.6	2.6	-215.2	5.6	13.6	42.6*	5.2	1.8
COc1ccc(NC(=O)CN2C(=O)/C(=C3\SC(=S)N(C4CCS(=O)(=O)C4)C3=O)c3ccccc32)cc1 (stereo not drawn)	7.0	8.0	-1.5	-7.5	6.6	5.0	23.5	-1.4	1.8
Cc1ccc(C(=O)Nc2ccc(NC(=O)c3cccs3)cc2)cc1[N+](=O)[O-]	-12.2	-3.0	-1.6	-8.0	-2.7	-32.7	18.4	12.9	0.4
COc1ccccc1N(C)S(=O)(=O)c1ccc(C(=O)N2CCCC(C(F)(F)F)C2)cc1 (stereo not drawn)	3.3	-6.8	-0.3	-3.7	-1.0	0.6	4.7	-0.1	1.7
Cc1ccc(CNC(=O)c2ccc(N3CCC4(CC3)CC(c3ccccc3)=NO4)c(NC(=O)c3c(Cl)cccc3Cl)c2)cc1	8.5	-8.9	-1.4	-27.1	2.1	-4.9	-3.7	3.6	-0.8
CCOC(=O)c1ccc(NC(=S)NNC(C)(C)C)cc1	-12.9	-1.0	-1.3	5.3	5.1	9.7	19.0	-5.3	0.9
CCc1ccccc1NC(=O)c1cnccn1	-0.7	4.1	.	.	.	.	3.2	.	-1.1
CCC(=O)N1N=C(c2cccs2)CC1c1ccc(C)cc1 (stereo not drawn)	2.8	3.1	7.8*	-1.7	-14.7	-16.4	-311.8	-12.5	1.6
O=C(CCc1ccc(O)cc1)N/N=C/c1coc2ccccc2c1=O	-11.2	7.9	-2.9	-0.2	-4.0	-8.5	-6.4	2.7	-1.4
CCOC(=O)C1CCCCN1Cc1ccc(C(F)(F)F)cc1 (stereo not drawn)	2.1	-5.8	0.8	7.0	-7.7	14.5	8.6	-8.2	-1.3
CC(OC(=O)Cn1cnc2c1c(=O)n(C)c(=O)n2C)C(=O)NCc1ccccc1 (stereo not drawn)	3.2	-2.1	0.5	0.7	-5.0	-5.3	1.3	-8.4	0.8
O=[N+]([O-])c1ccc(/C=N/Nc2cc(Cl)nc(-c3ccccc3)n2)cc1	6.1	-7.8	-4.0	-1.6	2.3	-18.5	15.7	4.2	-9.5
Cc1cnc(C(=O)OCC(=O)Nc2cc(-c3ccccc3)nn2-c2ccccc2)cn1	5.3	-2.3	11.5*	4.1	-2.6	2.2	-45.8	-2.8	-12.2
COc1ccccc1N1CC(C)(C)C(=O)N(C(=O)c2ccc(Cl)cc2)C1=S	7.6	4.1	-3.7	4.6	-4.4	-13.8	17.8	-3.1	0.9
O=C(Nc1ccc(N2CCN(C(=O)c3ccc(Cl)cc3)CC2)cc1)c1cc2ccccc2o1	3.9	-13.4	-1.5	-2.3	1.7	-10.6	12.7	4.0	-0.3
Cc1ccc(C)c(N(CC(=O)NC2CCCC2)S(=O)(=O)c2ccccc2)c1	-12.2	0.0	-2.5	-6.6	-15.5	-6.4	-1.1	-10.1	2.7
CCOCCCNc1nc2c(-c3ccccc3)nnn2c2ccccc12	3.4	-3.2	1.5	32.5	-8.4	-9.6	-375.5	6.1	-75.6
COc1ccccc1CNC(=O)C1CCN(c2nc3ccccc3o2)CC1	3.2	1.2	-3.3	-8.8	5.8	3.4	7.6	29.0	0.6
COC(=O)C1(C)NC(c2ccc(F)cc2)C2C(=O)N(c3ccc(C)cc3)C(=O)C21 (stereo not drawn)	-1.5	-3.6	-1.3	-4.3	-3.2	-13.0	12.1	-16.7	0.4
CC(C)N(Cc1ccccc1)C(=O)CCc1ccccc1	8.5	-1.6	-0.4	-5.3	-5.0	-25.3	8.8	5.1	1.2
CC1Cc2ccccc2N1C(=O)COC(=O)CSc1ccc(F)cc1 (stereo not drawn)	4.2	-2.9	-3.6	-1.0	4.8	-4.9	11.7	0.1	4.3
CCN1C(=O)CSC1=NC12CC3CC(CC(C3)C1)C2	8.1	-2.5	2.0	5.6	5.5	-14.1	14.7	-1.4	1.9
CCCn1c(N2CCN(C(=O)Nc3ccccc3)CC2)nc2ccccc21	-15.6	-8.2	3.7	1.6	1.6	1.2	5.4	1.7	0.2
CC1=CC=CC2=NC(=O)CC(C)(C(=O)N(CC(=O)NC(C)C)C3CCCC3)N12 (stereo not drawn)	6.1	-5.8	0.8	23.1	5.0	-25.6	-245.5	-4.3	-1.7
CCc1cccc(NC(=O)c2cnn(-c3ccccc3)c2C)c1	49.5	0.8	-1.4	5.0	82.9*	89.7*	11.0	85.2*	1.3

Ordered by value in SENP6 inh (lowest first): 3 of the compounds above
Molecule	PfGluPho inh	HKDC1 inhibitor	UBC13 inh	SENP8 block-1	SENP6 inh	SENP7 block	SENP1 FRET inh
Cc1ccc(C(=O)Nc2ccc(NC(=O)c3cccs3)cc2)cc1[N+](=O)[O-]	-12.2	-3.0	-8.0	-2.7	-32.7	12.9	0.4
CCC(=O)N1N=C(c2cccs2)CC1c1ccc(C)cc1 (stereo not drawn)	2.8	3.1	-1.7	-14.7	-16.4	-12.5	1.6
CC1Cc2ccccc2N1C(=O)COC(=O)CSc1ccc(F)cc1 (stereo not drawn)	4.2	-2.9	-1.0	4.8	-4.9	0.1	4.3

Following part.
SMILES	PfGluPho inh	HKDC1 inhibitor	beta cell repl	UBC13 inh	SENP8 block-1	SENP6 inh	SENP8 block-2	SENP7 block	SENP1 FRET inh
O=C(NN1C(=O)C2C3C=CC([C@H]4CC34)[C@@H]2C1=O)c1ccc(Br)cc1 (stereo partly drawn)	-8.5	-4.2	-1.5	-0.4	6.3	-2.6	18.5	11.5	3.1
O=C(CNC(=O)c1ccc(Cl)cc1)NCC(F)(F)F	10.6	-9.5	-2.1	-8.2	-7.8	-14.2	13.8	2.3	1.5
CCOc1cc(/C=N/O)ccc1OCc1ccc([N+](=O)[O-])cc1	44.4	-2.5	0.0	6.7	3.1	8.1	20.4	0.0	3.4
CCCn1c(SCC(=O)Nc2nnc(-c3ccccc3)s2)nnc1-c1ccccn1	-3.1	0.2	0.9	-13.2	0.4	12.6	-26.6	9.8	0.3
COc1ccc(/C=N/NC(C)(C)C)c(OC)c1	10.2	5.9	-0.2	-14.5	-0.9	-25.9	20.0	2.0	1.5
Cc1nc2scc(C)n2c(=O)c1S(=O)(=O)NCc1ccccc1Cl	4.0	-2.4	-5.4	1.4	0.5	5.0	-475.8	-18.8	0.5
Cn1cccc1/C=C1\SC(=O)N(c2ccc(O)cc2)C1=O	-20.2	15.4	-0.8	17.6	20.7	36.7	20.0	26.5	-17.3
Cc1ccc(-c2csc(NC(=O)C3CCN(S(=O)(=O)c4cccs4)CC3)n2)cc1	7.6	-7.9	-6.1	3.0	-6.7	-11.0	14.7	-1.4	1.2
CCOC(=O)C1CCCN(Cc2ccc(-c3ccccc3)cc2)C1 (stereo not drawn)	5.1	4.9	-4.0	-6.6	-4.1	-12.9	3.2	-13.1	1.5
Cc1onc(-c2ccccc2)c1C(=O)Nc1ccnn1C1CCCCC1	2.7	1.2	-0.7	1.8	2.8	4.9	2.8	4.0	0.7
CC(C)(C)c1ccc(Cn2nnc3c(=O)[nH]c(C4CCN(C(=O)c5ccco5)CC4)nc32)cc1	-7.2	5.3	0.0	14.0	4.8	15.0	10.8	4.9	2.1
CCc1nc(N2CCOCC2)c(C#N)c2c1CCCC2	-21.0	-0.3	-0.9	17.4	3.9	7.6	i	5.8	-7.5
CN1CCC(OC(=O)COc2ccc(F)cc2)CC1	0.9	-3.4	-0.9	1.5	5.3	3.4	4.6	0.0	0.5
CN=Cc1cc(-c2ccccc2)sc1O	-4.0	8.4	-2.6	-5.3	5.1	14.4	18.9	41.5	-0.8
CC(=O)c1c(C)nc(-c2ccccc2)nc1NC(=O)Cc1ccccc1	-0.3	-1.0	-1.2	11.4	1.8	21.0	26.7	-0.2	-0.1
Cc1onc(-c2ccccc2)c1C(=O)NCc1ccc(Cl)cc1	-18.4	0.0	-1.0	-3.5	-8.3	-2.1	16.1	-8.8	0.9
O=C(NCc1cccnc1)c1csc2c1CCCC2	-8.2	-8.0	3.1	-3.5	-9.1	-0.4	35.1	-10.4	-0.5
Cc1ccc(-c2nc(Nc3ccc(O)cc3)c3ccccc3n2)cc1	40.4	4.5	-7.1	1.4	-14.1	-26.8	-22.8	-2.1	1.6
O=C1CCN(Cc2ccc(Cl)cc2)N1	4.9	-2.1	-2.6	0.0	-13.8	-21.4	15.8	-7.4	1.7
O=C(CCc1nc2cccnc2n1Cc1ccccc1)NCCc1ccc(Cl)cc1	1.3	1.3	-1.7	-2.9	1.9	15.7	24.5	4.1	0.2
CCOc1ccc(C(=O)OC(C)CN2CCN(C)CC2)cc1 (stereo not drawn)	2.8	-5.5	0.1	5.0	-7.0	-9.6	13.2	-6.6	2.8
O=C(C/C=N/OCc1ccc(Cl)cc1Cl)c1ccccc1	-2.0	3.0	-4.5	5.7	-7.7	6.1	7.3	5.8	-1.1
CSc1cccc(NC(=S)N(Cc2ccc(C)cc2)Cc2cccnc2)c1	-2.3	3.4	-4.9	-5.3	-1.7	-5.2	8.8	3.5	0.2
CCN1C(=NCc2cc(OC)c(OC)c(OC)c2)N[C@@H](c2ccccc2)C(C(=O)OC)=C1C	-2.3	-6.7	-3.3	8.7	5.1	1.8	1.2	5.3	0.6
O=C(NCc1ccco1)C1CC(c2ccc(C(F)(F)F)cc2)=NO1 (stereo not drawn)	9.6	-5.4	-4.0	1.4	0.2	-1.3	1.1	-3.2	-2.4

Later entries.
SMILES	PfGluPho inh	HKDC1 inhibitor	beta cell repl	UBC13 inh	SENP8 block-1	SENP6 inh	SENP8 block-2	SENP7 block	SENP1 FRET inh
Cc1ccc(/C=C/C(=O)Nc2ccc(S(=O)(=O)Nc3onc(C)c3C)cc2)cc1	-13.2	-0.2	-2.0	-6.0	4.0	-15.3	13.6	0.6	1.6
COc1ccccc1CNCc1ccc(C)cc1	-19.0	0.7	-2.9	4.6	8.8	8.6	14.6	0.3	0.7
Cc1ccc(C(=O)OCC(=O)NCc2cccs2)cc1C	-9.6	4.3	-1.4	-0.7	3.3	9.3	2.1	-0.3	4.3
COc1ccccc1NS(=O)(=O)c1ccc(C(=O)N2CCN(c3ccccc3O)CC2)cc1	8.2	6.2	-3.4	3.4	8.8	-1.3	18.9	-1.4	-0.5
CCOc1cc(C(=O)OCC(=O)c2c(C)[nH]c3ccccc23)ccc1OCC(=O)N1CCOCC1	-9.0	-6.8	3.5	0.2	-1.9	13.5	-59.6	-7.2	1.5
COc1ccccc1NS(=O)(=O)c1cc([N+](=O)[O-])ccc1N/N=C/c1sc(N2CCOCC2)nc1-c1ccccc1	9.2	-3.4	.	.	.	.	-18.8	.	-26.0
Nc1nc(Sc2ccc(C(F)(F)F)cn2)n[nH]1	-4.2	-5.7	-0.7	-10.3	0.1	-3.5	4.8	7.3	-2.0
O=C(O)C1CCCCC1C(=O)NCCc1ccccc1 (stereo not drawn)	7.1	-5.8	-2.8	-5.1	-10.7	11.9	7.8	-6.0	1.2
Cc1cc(NC(=O)C(=O)NCc2cccc(Cl)c2)no1	-10.1	-1.2	-0.1	-3.3	3.6	-6.8	7.6	2.2	2.9
Cc1ccc(NC(=O)COC(=O)CCn2c(C)csc2=O)cc1S(=O)(=O)N1CCOCC1	-1.9	-0.1	-0.9	1.0	-3.8	-19.3	0.7	11.9	2.0

Assay outcomes as filed in PubChem.

Hits appear at their usual frequency. Share with any hit: about 4%.
